# Sm TGR inh = S. mansoni TGR enzyme inhibition; Q962Y6; purified TGR, DTNB reduction, TNB absorbance 405 nm; Potency, µM (titrated, usually from 114 µM), for the others: at the highest dose activity change, negative = inhibition, hits mostly inhibitors; 3% of 360,000 active; AID 485364; also: potency is read from the fitted curve at half-maximal effect; nearly all actives have a fitted effect of over 60% in size
#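 First, TGR (20 nM dispensed) and NADPH were mixed with compound. Second, a 15 min room-temperature incubation followed. Third, further NADPH and then DTNB were added to start the reaction. Finally, TNB absorbance was monitored kinetically.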
# HCV inhibitor = inhibitors of hepatitis C virus infection; AID 651820; Huh7.5.1 HCVcc-Cre infection, luciferase reporter, 44 h; 3.4% of 340,000 active; Potency, µM (series often up to 41.8 µM), inactives show at the highest dose activity change, negative = inhibition, hits mostly inhibitors; also: potency is read from the fitted curve at half-maximal effect
#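 Infectious HCV cell culture screen: compound-treated cells (1,000/well, pre-plated 4 h) are infected with HCVcc-Cre at roughly 0.5 moi and grown 44 h. Infection is quantified by luciferase signal after 15 min substrate incubation at room temperature.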
# HCMV antiviral = human cytomegalovirus inhibition. HFF cells, HCMV-luciferase reporter, 72 h; stronger effect = lower value. 4.5% of 410,000 active. activity change, negative = inhibition, % at 57.5 µM; in the data active = activity change below about -60%; inconclusive = no clear call, values can overlap the other calls; inactive = above about -39%
#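 Luciferase read-out from HCMV-luciferase-infected HFFs (MOI 1 PFU/cell) 72 h post infection at 37C; compounds added after 16 h cell attachment; activity normalized between buffer-only basal and Salinomycin (10uM) inhibitor controls.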
# AMA1 RON2 block = AMA1-RON2 (P. falciparum) interaction inhibition. AlphaScreen AMA1-biotinylated RON2 peptide binding. Potency, µM (doses to about 58.2 µM), without a hit: top-dose activity change, negative = inhibition, actives largely listed as inhibitors. 0.2% of 360,000 active. AID 720542;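 also: potency is read from the fitted curve at half-maximal effect; 0% = vehicle wells and -100% = peptide control; nearly all actives have a fitted effect of over 45% in size; some results filed as inactive show a strong effect at the top dose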
#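 AMA1 (3D7) with his tag at 25 nM final met compounds first, then biotinylated RON2 peptide at 25 nM; detection used donor plus acceptor beads, 10 µg/mL apiece, read by AlphaScreen after 30 min at room temperature.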
# Giardia FBPA inh = blocks Giardia fructose-bisphosphate aldolase activity; purified Giardia FBPA; 0.71% of 290,000 active; Potency, µM (top dose mostly 59.6 µM), without a hit: top-dose activity, negative = inhibition, usual class: inhibitors; A8B2U2; also: potency is read from the fitted curve at half-maximal effect; nearly all actives have a fitted effect of over 55% in size
# Target sequence (A8B2U2 whole entry, looked up): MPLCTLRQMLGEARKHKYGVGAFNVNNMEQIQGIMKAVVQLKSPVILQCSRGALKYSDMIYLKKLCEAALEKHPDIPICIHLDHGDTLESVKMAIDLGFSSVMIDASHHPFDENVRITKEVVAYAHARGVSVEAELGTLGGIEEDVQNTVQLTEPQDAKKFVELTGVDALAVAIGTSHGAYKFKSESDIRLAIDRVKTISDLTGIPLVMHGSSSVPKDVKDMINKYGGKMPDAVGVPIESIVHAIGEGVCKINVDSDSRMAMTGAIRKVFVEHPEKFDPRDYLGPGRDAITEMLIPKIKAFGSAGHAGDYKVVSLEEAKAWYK
#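 Giardia FBPA (40 nM reagent) was preincubated 10 min at RT with compound (up to 57.5 uM final), then substrate plus GAPDH/TPI/NAD/arsenate coupling system with diaphorase/resazurin was added; resorufin fluorescence (525/598 nm) was read after 20 min.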
# AmpC detergent = blocks E. coli AmpC beta-lactamase in detergent assay. AmpC hydrolysis of nitrocefin, absorbance 480 nm, 0.01% Triton. AID 485294. 0.041% of 370,000 active. Potency, µM (top dose mostly 114 µM), for inactives: at the highest dose activity change, negative = inhibition, hits mostly inhibitors;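 also: potency is read from the fitted curve at half-maximal effect; 0% = no-compound wells and -100% = no-enzyme wells; nearly all actives have a fitted effect of over 25% in size; some results filed as inactive show a strong effect at the top dose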
# Target sequence (P00811 whole entry, looked up): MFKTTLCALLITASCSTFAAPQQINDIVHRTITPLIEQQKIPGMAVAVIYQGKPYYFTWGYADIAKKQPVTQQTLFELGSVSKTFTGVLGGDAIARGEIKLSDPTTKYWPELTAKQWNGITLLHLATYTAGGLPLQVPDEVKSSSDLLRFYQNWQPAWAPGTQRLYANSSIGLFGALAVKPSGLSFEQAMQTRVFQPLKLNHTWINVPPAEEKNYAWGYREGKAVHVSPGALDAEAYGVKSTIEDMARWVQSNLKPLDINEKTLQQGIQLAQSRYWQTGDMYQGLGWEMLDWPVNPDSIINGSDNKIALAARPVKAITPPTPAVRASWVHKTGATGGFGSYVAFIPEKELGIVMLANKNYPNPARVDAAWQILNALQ
#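 20 mM phosphate pH 7.0 + 0.01% (detergent screen) or 0.0001% Triton X-100; 5.3 nM AmpC reagent; cpd preinc 15 min RT; nitrocefin (800 uM stock) to start; A480 q20 s × 4 min; Activity was normalised to no-enzyme and no-compound control wells.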
# * marks the source's active call; other numbers are inactive results; ? = inconclusive; . = no result given; [ ] = dose if it differs, or a comment. Unless noted, calls follow the shape of the dose curve; as a rule, active = well fitted curve in the direction sought with a large enough effect; inconclusive = small, poorly fitted or top-dose-only effect, or another doubt; inactive = no such curve, though single readings can be large; an effect the other way counts as inactive or inconclusive. Unless noted, % is scaled to controls: 0 for no effect and ±100 for the full control effect.
compound,Sm TGR inh,HCV inhibitor,HCMV antiviral,AMA1 RON2 block,Giardia FBPA inh,AmpC detergent
CC(=O)N1CCN(c2ccc(Oc3nnnn3-c3ccccc3)cc2)CC1,-3%,?,-29,-7%,6%,?
CC(=O)c1ccc(N(CC(=O)NC2CCS(=O)(=O)C2)S(=O)(=O)c2ccc(C)cc2)cc1 (configuration not stated),.,-4%,27,5%,.,.
O=C1CN(C(=O)N[C@@H](Cc2ccccc2)C(=O)N[C@H](C(=O)O)c2ccccc2)c2ccccc2N1,-5%,15%,-26,-5%,-9%,-3%
O=C(NC1CCCCC1)C(c1ccco1)N(Cc1cccs1)C(=O)Cn1nnc2ccccc21 (configuration not stated),-13%,.,-26,-7%,11%,-7%
O=C(CC(Nc1ccc(Cl)cc1Cl)C(=O)O)c1ccccc1 (configuration not stated),3.2µM*,11%,-27,-1%,3%,4%
CC(C)OP(=O)(OC(C)C)C(NC(=O)c1cccc([N+](=O)[O-])c1)C(N)=O (configuration not stated),?,-7%,28,3%,0%,-18%
Cc1noc(C)c1COc1ccc(C(=O)NCC2CCCO2)cc1 (configuration not stated),-17%,4%,18,3%,1%,0%
CCc1ccccc1NC1c2ccccc2C(=O)N1c1cc(C)ccn1 (configuration not stated),3%,5%,7,-10%,-3%,?
O=C1CC(N2CCOCC2)=NN1c1ccc([N+](=O)[O-])cc1,0%,-25%,2,-5%,-13%,2%
O=C(NCC1CCN(S(=O)(=O)c2ccccc2)CC1)Nc1ccccc1,14%,11%,21,-2%,0%,-1%
CN1CCN(S(=O)(=O)c2ccc(N(C)Cc3ccc(C(F)(F)F)cc3)c([N+](=O)[O-])c2)CC1,-11%,3.2µM*,?,?,.,-3%
CCOC(=O)C1=C(O)/C(=C\c2cc(C)n(-c3ccc(F)cc3)c2C)N=C1C,14µM*,-6%,-1,4%,?,?
Cc1ccc(S(=O)(=O)NCC(=O)OCC(=O)NC2CCCCC2)cc1,.,-3%,3,0%[11.6 µM],.,.
O=C(CCCOc1ccc(Cl)cc1)Nc1nncs1,0%,?,-12,-9%,-1%,?
C=CCC(=O)N1CCCC(CO)(Cc2ccc(F)cc2F)C1 (configuration not stated),-11%,0%,44,-5%,3%,?
Cc1c(NP(=O)(Oc2ccccc2F)Oc2ccccc2F)c(=O)n(-c2ccccc2)n1C,-10%,9%,25,-17%,4%,-2%
CC1CCCCN1S(=O)(=O)c1ccc2c(c1)CCN2C(=O)CCC(=O)O (configuration not stated),9%,19%,-16,5%,10%,3%
O=C(Nc1cccnc1)/C(N=Nc1ccc(Cl)c(C(F)(F)F)c1)=C(\O)c1ccccc1,-6%,6%,-38,-7%,11%,?
COc1ccc(Cn2c(=O)c3cccnc3n(CC(=O)Nc3ccc(C)c(F)c3)c2=O)cc1,-9%,.,22,.,.,-8%
Cc1ccc(CONS(=O)(=O)c2cc(C)ccc2C)cc1,-4%,-4%,3,10%,.,3%
CCOC(=O)c1ccc(NS(=O)(=O)c2ccc(-c3coc(C)n3)cc2)cc1,1%,8%,-31,5%,13%,-8%
O=C(O)CC12CC3CC(C1)CC(n1cncn1)(C3)C2,3%,6%,78,12%,3%,3%
CSC(=O)CC(=O)NC(=O)c1ccccc1,-6%,-6%,-17,32%[activator],6%,0%
COc1cccc(Oc2ccc(OC)cc2C(=O)O)c1,1%,10%,-28,-15%,5%,-3%
C=CCn1c(=NC(=O)C2COc3ccccc3O2)sc2cc(S(N)(=O)=O)ccc21 (configuration not stated),-29%,0%,24,-6%,-3%,?

# Reprinted at random: 2 records from the list
compound,Sm TGR inh,HCV inhibitor,HCMV antiviral,AMA1 RON2 block,Giardia FBPA inh,AmpC detergent
O=C(CCCOc1ccc(Cl)cc1)Nc1nncs1,0%,?,-12,-9%,-1%,?
COc1ccc(Cn2c(=O)c3cccnc3n(CC(=O)Nc3ccc(C)c(F)c3)c2=O)cc1,-9%,.,22,.,.,-8%

# Additional records follow.
compound,Sm TGR inh,HCV inhibitor,HCMV antiviral,AMA1 RON2 block,Giardia FBPA inh,AmpC detergent
Cc1ccc(OCc2nc(-c3cccs3)no2)c([N+](=O)[O-])c1,2%,?,56,-18%,-5%,5%
CC1(C)CC(=O)C2=C(C1)Oc1ncn(Cc3ccco3)c(=N)c1C2c1ccccc1 (configuration not stated),0%,?,-36,-17%,2%,?
CN1CCC(=O)N([C@H](CO)Cc2ccccc2)CC1,-8%,-2%[8.37 µM],15,9%,2%,?
COc1ccc(NC(=O)N2CCc3c(sc4c3CCCC4)C2c2ccccc2OC)cc1 (configuration not stated),5%,.,-28,.,.,-8%
COc1ccc(C(=O)NN=C2CCCC2)c(OC)c1,0%,-16%,27,41%[activator],-7%,?
CC(C)C(=O)Nc1c(C(=O)N2CCN(c3ccccc3F)CC2)oc2ccccc12,3%,.,-23,.,.,3%
O=c1oc2c3c(nn2c2ccccc12)CCCC3,10%[11.4 µM],7%,-7,-4%,-1%,-11%
CCN(C(=S)NCCOC)c1cccc2ccccc12,1%,11%,?,-4%,-1%,-3%
Cc1ccc(C)c(NC(=S)N2CCN(S(C)(=O)=O)CC2)c1,3%,13%,-8,-6%,.,-5%
CCOC(=O)c1cc(C)n(CC2CCC(C(=O)Nc3cccc(C)c3)CC2)c1C (configuration not stated),0%,.,-38,.,.,20%
O=C(CSC(=S)N1CCOCC1)c1cc(Br)cc(Br)c1O,-21%,?,33,-7%,-10%,-8%
O=C(NCc1nnc(SCC(=O)N2CCCCCC2)o1)c1ccccc1F,-9%,8%,-29,0%,.,?
COC(=O)c1ccc(C(=O)OC)c(NC(=S)N2CCN(c3ccccn3)CC2)c1,.,-2%,36,-12%,0%,7%
C[C@H]1C(=O)O[C@@H]2CCN3CC=C(COC(=O)[C@](C)(O)[C@]1(C)O)[C@H]23,-20%,-3%,?,12%,.,?
COc1cc(F)ccc1CN1CCC(n2nccc2NC(=O)C2CCOC2)CC1 (configuration not stated),6%,-2%,?,5%,14%,-9%
O=C(c1ccc(COCC(F)(F)F)o1)N1CCCC1,15%,5%,-9,-4%,4%,-1%
CC(C)CN(CC(C)C)C(=S)Nc1ccc(Cl)cc1,-11%,?,?,26%,0%,-5%
CC(C)C(=O)Nc1nnc(Cc2c[nH]c3ccccc23)s1,5%,?,97,-4%,-1%,5%
Nc1nc2ccc(C(=O)N3CCCCC3)cc2s1,21%,16%,-38,20%,.,0%
COc1ccc(NC(=O)C2CC(=O)OC2c2ccccc2)cc1 (configuration not stated),-15%,9%,4,-3%,-1%,-2%
O=c1[nH]c2ccccc2n1C1=CCNCC1,-33%,31%[activator],-28,-6%,2%,3%
N#C/C(=C\c1ccc(OCCN2CCOCC2)cc1)C(=O)Nc1ccccc1,0%,6%,1,4%,-2%,?
Fc1ccccc1CN(CCN1CCOCC1)C(=S)Nc1ccccc1Cl,-2%,-12%,-18,-4%,-1%,0%
Cc1cccc(C)c1NS(=O)(=O)c1ccc(-c2cnc(C3CC3)o2)cc1,3%,-14%,.,-1%,.,2%
Cc1cccc(N2CCN(C(=O)c3ccc(S(=O)(=O)N(C)c4ccccc4)cc3)CC2)c1C,.,?,?,-23%,.,.

# For reference, part of the list above.
compound,Sm TGR inh,HCV inhibitor,HCMV antiviral,AMA1 RON2 block,Giardia FBPA inh,AmpC detergent
N#C/C(=C\c1ccc(OCCN2CCOCC2)cc1)C(=O)Nc1ccccc1,0%,6%,1,4%,-2%,?
Fc1ccccc1CN(CCN1CCOCC1)C(=S)Nc1ccccc1Cl,-2%,-12%,-18,-4%,-1%,0%
Cc1cccc(C)c1NS(=O)(=O)c1ccc(-c2cnc(C3CC3)o2)cc1,3%,-14%,.,-1%,.,2%
Cc1cccc(N2CCN(C(=O)c3ccc(S(=O)(=O)N(C)c4ccccc4)cc3)CC2)c1C,.,?,?,-23%,.,.

# Continued.
compound,Sm TGR inh,HCV inhibitor,HCMV antiviral,AMA1 RON2 block,Giardia FBPA inh,AmpC detergent
CC(=O)Nc1sc2c(c1CN1CCN(c3ccc(F)cc3)CC1)CCCC2,-2%,?,1,-16%,-2%,?
Cc1ccc(N(CC(=O)NC2CCCC2)C(=O)c2ccc(C)s2)cc1,.,11µM*,-5,0%,-2%,-9%
COc1ccc(OC)c(NC(=O)NCCCCc2ccccc2)c1,8%,?,85,?,-3%,?
O=C(c1cccnc1NCc1ccccc1)N1CCOCC1,-5%,4%,5,0%,0%,0%
Cc1csc(NC(=O)Cn2cnnn2)n1,-4%,2%,95,4%,-1%,-25%
CCOc1ccccc1NC(=O)N1CCCC(c2nc(-c3ccc(C)o3)no2)C1 (configuration not stated),-12%,?,11,-14%,0%,-4%
Cc1c(C(=O)OCc2ccccc2)[nH]c2c1C(=O)CC(c1ccc(C(C)(C)C)cc1)C2 (configuration not stated),0%,.,-5,.,.,-1%
CC(Sc1nc2sc3c(c2c(=O)n1-c1ccccc1)CCCC3)C(=O)O (configuration not stated),-4%,10%,0,-1%,26%,-4%
COc1cc(OC)cc(C(=O)N[C@H](C(=O)Nc2nc3c(s2)CCCC3)C(C)C)c1,5%,?,?,8%,-1%,-4%
COc1ccc(N2CCN(C(=O)CN3C(=O)C4CC=CCC4C3=O)CC2)cc1 (configuration not stated),-12%,4%,39,-10%,-12%,?
Cc1cc(C(=O)Nc2ccc3c(c2)OCCO3)ccc1[N+](=O)[O-],1%,8%,115,4%,-1%,-9%
Cc1ccc(C2CC(c3cccs3)=NN2C(=O)CSc2nc3ccccc3o2)cc1 (configuration not stated),3%,-8%,-20,-15%,1%,3%
O=C(NNS(=O)(=O)c1ccc([N+](=O)[O-])cc1)c1ccc([N+](=O)[O-])cc1,-25%,6%,-8,-9%,-5%,3%
COCCCC1CCN(C(=O)C2CCC(=O)N(CCc3ccccc3)C2)CC1 (configuration not stated),-6%,.,58,22%,0%,?
Cc1cc(=O)oc2c(CN3CCOCC3)c(O)ccc12,.,0%,-18,0%,.,.
CCC(CO)n1cnnc1-c1ccncc1 (configuration not stated),0%,-6%,12,-3%,0%,2%
O=C(C1=C[C@@H](c2ccccc2)C[C@@H](OCc2ccc(CO)cc2)O1)N1CCN(Cc2ccc3c(c2)OCO3)CC1,-9%,11µM*,-2,-27%,-11%,-1%
O=C(CCn1ccnc1)Nc1ccc2ccccc2c1,75%[activator],-1%,109,-5%,6%,?
Cn1c(CCc2nc3ccccc3[nH]2)n[nH]c1=S,1%,12%,-3,7%,-24%,10%
O=C(CSc1ncccn1)Nc1ccc2c(c1)CCC2,6%,-1%,-2,-6%,8%,1%
Cc1ccc(-n2nc3c(N4CCCC(C(=O)NCCc5ccccc5)C4)nnc(C)c3c2C)cc1 (configuration not stated),-13%,.,?,.,.,6%
Cc1cccc(C)c1NC(=S)NCCc1ccc(O)c(O)c1,7.9µM*,?,-24,2%,?,2%
Cc1c(CNC(=O)c2c([N+](=O)[O-])cnn2C)cnn1C,-2%,6%,-21,6%,2%,?
CCCN(S(=O)(=O)c1ccccc1F)S(=O)(=O)c1ccccc1Br,6%,5%,-29,0%,-4%,-2%
